# CHO-K1 Ca antag – counter-screen for M1 antagonists: effect in parental CHO-K1 cells. ATP-induced calcium, Fluo-8 fluorescence. inhibition, % at 3 µM. 360,000 tested, 0.6% active. AID 602250;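 active = inhibition above a per-plate cutoff, the plate's mean sample inhibition plus 3 SD, cut at about 24% in these data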;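 also: 0% = DMSO plus EC80 ATP and 100% = DMSO alone without ATP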
# M5 PAM – human M5 muscarinic receptor positive allosteric modulators, primary screen, CHO-K1 cells, Fluo-8 calcium fluorescence | Muscarinic acetylcholine receptor M5 (Homo sapiens), P08912 | CHO-K1 hM5, ACh EC20 PAM; 0% = ACh EC20, 100% = ACh EC100 | activation, % at 3 µM | 360,000 tested, 0.3% active;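 active = activation above the run cutoff, the mean activation of all test compounds plus 3 SD, cut at about 18% in these data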
# Target sequence (P08912 whole entry, looked up): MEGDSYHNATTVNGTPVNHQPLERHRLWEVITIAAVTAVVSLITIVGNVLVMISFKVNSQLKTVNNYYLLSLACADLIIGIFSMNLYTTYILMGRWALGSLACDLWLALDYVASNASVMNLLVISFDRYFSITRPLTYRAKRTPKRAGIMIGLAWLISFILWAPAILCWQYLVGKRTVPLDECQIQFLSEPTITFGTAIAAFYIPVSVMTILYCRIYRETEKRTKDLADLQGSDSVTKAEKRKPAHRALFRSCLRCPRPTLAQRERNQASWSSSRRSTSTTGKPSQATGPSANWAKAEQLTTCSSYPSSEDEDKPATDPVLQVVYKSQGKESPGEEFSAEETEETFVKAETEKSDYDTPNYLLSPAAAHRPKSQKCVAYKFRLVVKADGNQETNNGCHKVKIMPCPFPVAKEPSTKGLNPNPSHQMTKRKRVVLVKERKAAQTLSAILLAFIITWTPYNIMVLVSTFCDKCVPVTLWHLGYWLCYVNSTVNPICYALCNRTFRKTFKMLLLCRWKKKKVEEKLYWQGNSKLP
#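 Assay system: CHO-K1 hM5 cells. Also added: acetylcholine at EC20 concentration, added after compound. Dosing: 3 µM, single dose. Times: compound preincubation 140 s before EC20 acetylcholine addition. Signal: Fluo-8 calcium fluorescence. Measure: % activation relative to EC20 and EC100 ACh responses. Repeats: singlicate, one well per test compound.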
# M4 ag – human M4 muscarinic receptor agonists, primary screen, CHO-K1 cells, Fluo-8 calcium fluorescence | CHO-K1 hM4/Gqi5; vehicle 0%, full acetylcholine response 100% | activation, % at 3 µM | 360,000 tested, 0.14% active | AID 624127, 2012;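 active = activation above the run mean over all test wells plus 3 SD, cut at about 32% in these data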;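 also: peak over basal fluorescence ratio per well then scaled between controls; 0% = DMSO wells and 100% = acetylcholine at EC100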
# Target sequence (P08173 whole entry, looked up): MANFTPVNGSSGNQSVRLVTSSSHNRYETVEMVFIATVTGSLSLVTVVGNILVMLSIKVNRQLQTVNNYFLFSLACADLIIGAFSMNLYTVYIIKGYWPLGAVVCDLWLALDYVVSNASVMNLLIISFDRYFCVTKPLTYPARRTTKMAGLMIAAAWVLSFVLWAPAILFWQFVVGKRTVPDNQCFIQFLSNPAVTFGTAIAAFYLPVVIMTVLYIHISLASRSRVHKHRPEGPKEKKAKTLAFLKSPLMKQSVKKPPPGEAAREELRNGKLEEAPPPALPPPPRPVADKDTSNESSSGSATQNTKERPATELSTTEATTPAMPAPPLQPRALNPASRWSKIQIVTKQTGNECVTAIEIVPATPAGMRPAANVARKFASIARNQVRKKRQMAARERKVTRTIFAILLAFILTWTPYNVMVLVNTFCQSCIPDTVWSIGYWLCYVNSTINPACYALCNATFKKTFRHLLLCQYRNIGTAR
# M1 PAM parental – nonselective calcium activators in parental CHO-K1 cells, primary screen, counter-screen for M1 PAM project, cell-based, Fluo-8 calcium fluorescence, full deck, 1536-well; ATP EC20; 0% at ATP EC20, 100% at ATP max; activation, % at 3 µM; 360,000 tested, 0.02% active;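 active = activation above the run cutoff, the mean activation of all test compounds plus 3 SD, cut at about 40% in these data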;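 also: peak over basal fluorescence ratio in a 140 s read after ATP addition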
# CHRM5 agonist – human M5 muscarinic receptor agonists, primary screen, CHO-K1 cells, Fluo-8 calcium fluorescence; CHO-K1 hM5 cells; 0% DMSO wells, 100% maximal acetylcholine response; activation, % at 3 µM; 360,000 tested, 0.19% active; AID 624037, 2012;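 active = activation above the run's mean over test compounds plus 3 SD, cut at about 23% in these data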;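 also: signal is peak over basal fluorescence ratio across the kinetic read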
# CHO-K1 Ca ag – counter-screen for M1 agonists: effect in parental CHO-K1 cells; Fluo-8 calcium fluorescence; scaled to maximal ATP response, vehicle zero; activation, % at 3 µM; 360,000 tested, 0.48% active; in the data active = activation above about 15%;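 also: untransfected CHO-K1 host cells lacking M1 receptor as counterscreen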
# CHRM5 antagonist – human M5 muscarinic receptor antagonists, primary screen, CHO cells, Fluo-8 calcium fluorescence; Muscarinic acetylcholine receptor M5 (Homo sapiens), P08912; CHO-hM5 cells, ACh EC80; AID 624040, 2012; 360,000 tested, 0.59% active; inhibition, % at 3 µM;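 active = inhibition above a per-plate cutoff, the mean of that plate's test compounds plus 3 SD, cut at about 27% in these data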;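 also: 0% = acetylcholine EC80 with DMSO and 100% = DMSO without agonist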
# M4 antag – human M4 muscarinic receptor antagonists, primary screen, CHO cells, Fluo-8 calcium fluorescence. Muscarinic acetylcholine receptor M4 (Homo sapiens), P08173. CHO-hM4 cells, ACh EC80. inhibition, % at 3 µM. 360,000 tested, 0.73% active;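 active = inhibition above its plate's cutoff, the mean inhibition of sample wells plus 3 SD, cut at about 27% in these data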;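 also: 0% = acetylcholine EC80 with DMSO and 100% = DMSO without agonist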
# M4 PAM – human M4 muscarinic receptor positive allosteric modulators, primary screen, CHO-K1 cells, Fluo-8 calcium fluorescence; CHO-K1 hM4/Gqi5, ACh EC20; 0% = ACh EC20, 100% = maximal ACh; 360,000 tested, 0.4% active; activation, % at 3 µM; Muscarinic acetylcholine receptor M4 (Homo sapiens), P08173;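 active = activation above its plate's cutoff, the mean activation of sample wells plus 3 SD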; also: some results filed as inactive read as strong as hits
# * = called active by the depositor; / = no result given. Random draw from the library. Share with any hit: about 2.7%.
Molecule	CHO-K1 Ca antag	M4 ag	M5 PAM	CHO-K1 Ca ag	M4 PAM	CHRM5 antagonist	CHRM5 agonist	M4 antag	M1 PAM parental
Cc1ccc(C(C)C)c(OCC(O)CN2CCc3ccccc3C2)c1 (centres undefined)	15	9	-20	8.2	-7	7	0	9	12
Cc1ccc(S(=O)(=O)NNC(=O)c2cc(C)c(C)cc2N)cc1	-7	1	-7	-0.3	-6	7	-5	-5	3
COC(=O)c1ccc(/C=C2/SC(=S)N(CCCC(=O)Nc3ccc(O)cc3)C2=O)cc1	0	0	-4	0.2	6	11	-4	3	-13
CCOC(=O)N1CCC(NC(=O)C2CCN(S(=O)(=O)N3CCCC3)CC2)CC1	-22	1	9	0.1	8	1	1	-6	8
CNc1nc(NC)nc(-n2c(C(F)(F)F)nc3ccccc32)n1	-8	2	-5	1.0	-2	2	-8	-3	12
O=C(Nc1ccc(O)cc1)C1CCCO1 (centres undefined)	-4	1	6	0.2	-2	-2	3	-4	10
Cc1cc(C)n2nc(C(=O)OCC(=O)c3cc(C)n(CC4CCCO4)c3C)nc2n1 (centres undefined)	-8	1	2	0.2	8	0	2	-8	6
COc1ccc2c(C)c(Cl)c(=O)oc2c1	-1	-2	10	-0.2	5	-8	-6	-12	13
CCN(CC)CCN(C(=O)C1=COCCO1)c1nc2ccc(C)cc2s1	-13	4	-2	1.8	2	15	-6	-2	14
Cc1cccc(Nc2ccccc2C(=O)OCC(=O)NCc2ccco2)c1C	-4	-3	-5	0.1	-16	-4	-3	8	19
COc1cc(/C=C/c2cccc[n+]2C)ccc1OCC(=O)Nc1cccc(Cl)c1	-12	1	1	0.8	-8	10	-7	3	12
O=[N+]([O-])c1nn(-c2ccc3c(c2)OCCO3)n(O)c1=Nc1ccc(Cl)cc1	-12	2	-5	1.9	-10	2	0	4	10
CN(C)S(=O)(=O)N1CCC(CCCC2CCN(S(=O)(=O)N(C)C)CC2)CC1	-12	2	1	1.3	7	-7	4	-8	12
Cc1ccc(Nc2nc(Cl)nc3ncn(C)c23)c(C)c1	-12	2	5	-0.4	15	4	-4	-9	15
Cc1ccc(C)c(NC(=O)COC(=O)c2nc(Cl)ccc2Cl)c1	-24	1	6	-0.2	21	-5	-1	-17	12
COc1ccc(NC(=O)Nc2ccccc2)cc1S(=O)(=O)N1CCCCC1	8	7	4	3.2	-5	4	1	-1	6
Cc1ccc(S(=O)(=O)NCC(=O)OCc2ccccc2)cc1	-14	12	-3	3.3	-5	5	-4	-10	12
N#C/C(=C(/O)COC(=O)CCCNC(=O)c1ccc(Cl)cc1)c1nc2ccccc2[nH]1	-8	2	-3	1.6	-4	-2	2	-3	-2
COc1ccc(C(=O)COC(=O)CCc2ccccc2)cc1	4	0	13	0.2	16	-5	2	0	-8
O=C(O)C1(Nc2ccc([N+](=O)[O-])cc2[N+](=O)[O-])CCCC1	-13	2	4	1.5	5	6	5	-2	21

# The closing 2 entries of the section above lead into the next.
Molecule	CHO-K1 Ca antag	M4 ag	M5 PAM	CHO-K1 Ca ag	M4 PAM	CHRM5 antagonist	CHRM5 agonist	M4 antag	M1 PAM parental
COc1ccc(C(=O)COC(=O)CCc2ccccc2)cc1	4	0	13	0.2	16	-5	2	0	-8
O=C(O)C1(Nc2ccc([N+](=O)[O-])cc2[N+](=O)[O-])CCCC1	-13	2	4	1.5	5	6	5	-2	21
Cc1ccc(Cl)cc1N1CCN(S(=O)(=O)c2ccc3c(c2)OCCO3)CC1	-6	-1	-1	0.4	2	4	-4	-4	14
COc1ncnc2c1ncn2CCCN1CCN(Cc2ccc(C)cc2)CC1	9	0	3	0.1	-5	3	-3	-2	10
O=C(CSc1nnc(Cc2ccccc2)o1)Nc1cccc(F)c1	8	2	-1	1.4	4	6	-2	2	-11
Cc1cccc(N2CC(C(=O)Nc3ccccc3N3CCOCC3)CC2=O)c1C (centres undefined)	-10	3	4	0.9	1	0	3	10	20
CC(C)(C)n1nnnc1C(c1ccc(F)cc1)N(Cc1ccc(F)cc1)Cc1ccco1 (centres undefined)	-20	-2	-40	0.8	-8	2	-17	4	12
Clc1ccsc1-c1ccc2ccccc2n1	-5	0	1	-0.2	8	-3	-3	-9	16
N=C1C(=O)OCC1c1ccccc1NC(=O)c1ccc(F)cc1 (centres undefined)	-2	1	-5	0.5	-7	-1	-1	-3	17
COCC(C)N1CCC(n2nccc2NC(=O)c2ccc3c(c2)OCO3)CC1 (centres undefined)	-2	0	-7	0.2	1	9	-6	-4	-9
Cc1cccc(NC(=O)COC(=O)c2n[nH]c3ccccc23)c1C	-13	11	2	9.3	3	3	7	2	11
CCOC(=O)c1ccc2c(c1)N(Cc1ccccc1C)C(=O)c1ccccc1S2=O (centres undefined)	-21	1	-1	0.8	6	-1	-1	-1	13
O=C(Cn1nnc2ccccc2c1=O)NCc1ccco1	-8	0	2	-0.2	4	-12	-6	11	0
Cc1ccc(Nc2nc(N)nc(CSC(=S)N3CCOCC3)n2)cc1	-10	0	0	0.4	-2	0	0	-5	6
Cc1onc(-c2ccccc2)c1C(=O)NC(C)C	-9	1	4	-0.1	13	-3	0	-9	11
COc1ccc(C2C(=O)c3ccccc3C2=Nc2ccc(Br)cc2)cc1 (centres undefined)	5	0	2	-0.2	11	10	-4	5	16
C=CCNc1nc(-c2ccc(O)c(C(N)=O)c2)cs1	7	1	-2	0.0	4	10	-6	1	-6
Cc1ccc2[nH]cc(CCNC(=O)C3CCCCC3)c2c1	-2	3	-2	1.7	3	8	-2	-1	0
CC(=O)CC1c2cc(F)ccc2C=C(c2ccsc2)N1c1ccc(-c2cccnc2)cc1 (centres undefined)	-22	-1	-5	1.1	7	4	-1	-11	17
Cc1ccc(NC(=O)c2cc(-c3cc(F)ccc3OCC3CCCO3)n[nH]2)cc1NS(C)(=O)=O (centres undefined)	4	18	-9	6.3	-7	5	2	5	-8
CC1CCN(C(=O)C2CCN(S(=O)(=O)c3cccs3)CC2)CC1	-4	3	0	0.7	-1	11	0	-2	-26
Cn1c2ccccc2c2nnc(SCC(=O)Nc3ccccc3F)nc21	-14	1	1	0.8	-4	-7	-10	-17	23
COc1cccc(OC)c1OCCN1CCC(C(=O)NC(c2ccccc2)c2ncccc2C)CC1 (centres undefined)	-1	1	-2	0.3	-5	-9	-3	-2	4
Cc1cccc(C)c1NC(=S)N(Cc1ccccc1)Cc1cccs1	-15	-2	-9	0.9	-9	6	-10	2	12
O=C(CNS(=O)(=O)/C=C/c1ccccc1)OC1CCOC1=O (centres undefined)	21	0	2	0.2	-8	2	-1	2	-13
CCCS(=O)(=O)N1CCC(Cc2ccc(OC)cc2)(C(=O)OCC)CC1	-6	2	-2	0.9	0	13	-1	-4	0
COc1ccc(NS(=O)(=O)c2ccc(O)c(C(=O)OCC(=O)Nc3ccc4c(c3)OCCO4)c2)cc1	8	7	-8	2.7	-7	3	0	0	14
COc1ccccc1N1CC(C(=O)NCCN2C(=O)S/C(=C\c3cccnc3)C2=O)CC1=O (centres undefined)	7	1	-2	-0.3	0	7	-2	1	-15
Cc1ccc(C)c(S(=O)(=O)N/N=C/c2ccc(C(=O)O)cc2)c1	3	1	-1	1.1	-3	1	2	7	-2
CCc1ccc(N2CC(C(=O)Nc3ccccc3N3CCCC3)CC2=O)cc1 (centres undefined)	1	4	-3	0.7	-1	-1	-1	-7	-6
Cc1cccc(NC(=O)CSc2nc(C3CC3)nc3ccccc23)c1	-13	1	-7	0.1	-3	11	-3	-8	10
O=C(C[n+]1cccc(/C=N/O)c1)N1CCCc2ccccc21	-10	0	-2	0.3	-2	3	-4	-1	20
O=C(CC(C(=O)O)c1ccc(Cl)cc1)c1ccc(Br)cc1 (centres undefined)	-13	0	-3	0.1	10	0	-8	-14	15
CC(OC(=O)C1=COCCO1)C(=O)Nc1ccccc1C#N (centres undefined)	-11	0	-2	0.4	-7	7	-2	0	10
CCCCOc1ccc(/C=N/Nc2cc(N3CCOCC3)nc(C)n2)cc1	1	1	4	1.4	-3	7	-3	9	2
Cn1cnnc1-c1cccc(NC(=O)c2cc(F)c(F)cc2Cl)c1	-18	1	2	1.6	9	1	1	-15	-3
NC(=O)c1cccc(-c2coc3c(C(=O)NCCc4ccccc4)cccc23)c1	-9	15	-12	5.5	-8	7	2	-15	-2
CCOC(=O)Cc1csc(NC(=O)CSc2nnc(C(C)C)n2CC)n1	5	6	-10	0.7	-3	1	-6	-9	14
CCN1C(=O)[C@@H]2[C@@H](c3ccc(-c4ccc(OC)cc4)cc3)N3CCC[C@@]3(C(=O)OC)[C@@H]2C1=O	-14	2	6	0.9	6	13	-6	-10	20
Cc1nn(CCC(=O)NCc2ccc(OC(C)C)cc2)c(=O)c2nn(-c3ccccc3)c(C)c12	-19	2	6	0.9	3	-1	-5	-8	0
COC(=O)Cn1c(=O)c2c(nc3n2CC(C)CN3CCc2ccccc2)n(C)c1=O (centres undefined)	4	21	-12	7.4	-12	12	3	13	-2
CCCCNC(=O)c1ccccc1SCc1c(C)noc1C	18	1	-8	-0.1	5	5	-5	-12	-29
COc1cccc(CNc2ncc(Br)cc2Br)c1O	-11	-2	-3	0.7	3	-4	-5	-3	7
Cc1nc2ccc(NC(=O)Cc3ccsc3)cc2s1	-6	0	-6	0.3	7	-8	-1	-12	19
CCO/N=C(\C)c1c(O)c(CC)c(-c2ccccc2)n(-c2ccccc2)c1=O	-5	1	-1	0.3	0	-5	-10	-6	12
Cc1c(C(=O)N2CCC2(C)C(=O)O)oc2ccccc12 (centres undefined)	-4	0	2	0.3	6	-2	0	0	11
CCc1ccc(-c2nnn(Cc3nc4ccccc4s3)n2)cc1	-6	0	-1	4.3	6	-5	-1	1	-8
CN(C)C(=O)COc1ncnc2sc(-c3ccccc3)cc12	-9	1	0	1.9	3	-4	-3	-2	9
CC(C)(C)NC(=O)C(c1ccc(C(F)(F)F)cc1)n1c(=O)c(-c2cc3ccccc3[nH]2)nc2ccccc21 (centres undefined)	/	2	-6	/	-3	8	1	-3	/
COc1ccc(CNC(=O)c2ccc(N3CCOCC3)c([N+](=O)[O-])c2)cc1	-12	4	-1	2.2	12	-2	-1	-14	12
CCOC(=O)c1c(S(=O)(=O)NCC(=O)Nc2ccccc2F)c(C)n(C)c1C	7	13	-2	2.6	-4	8	1	1	-2
COc1cccc(NC(=O)C(OC(=O)c2ccc([N+](=O)[O-])o2)c2ccccc2)c1 (centres undefined)	-2	2	-5	0.9	-3	2	-2	1	11
COc1cccc(OC)c1C(=O)NCc1ccco1	-7	1	5	0.5	4	-2	1	-5	16
